CHO-K1 Ca ag: nonselective activator or artifact in parental CHO-K1 cells. Fluo-8 calcium fluorescence; scaled to maximal ATP response, vehicle zero. activation, % at 3 µM. hit rate 0.48% among 360,000. AID 602248; in the data active = activation above about 15%;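 note: untransfected CHO-K1 host cells lacking M1 receptor as counterscreen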
OXTR potentiator: human OXTR potentiation | P30559 | CHO-OTR cells, Fluo-8 calcium fluorescence, potentiator mode; 0% = oxytocin EC15, 100% = EC100 | activation, % at 3 µM | hit rate 0.061% among 320,000;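 active = activation above that plate's cutoff, the mean activation of tested compounds plus 3 SD, cut at about 6.6% in these data, passing the limit was not always enough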;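 note: 100% uses oxytocin at 75 nM as the full agonist control; some results filed as inactive read as strong as hits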
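Material: CHO-OTR cells, human receptor; compound dosing: single dose, 3.0 µM nominal final compound concentration; schedule: 6 min compound pre-incubation at room temperature, 100 s kinetic read; measured by: kinetic Fluo-8 calcium fluorescence; read-out basis: % activation vs EC15 and EC100 oxytocin; controls: EC15 oxytocin alone as 0%, 75 nM oxytocin as 100%; replicates: singlicate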
TAAR1 antagonist: human TAAR1 antagonism. CHO RD-HGA16 TAAR1, Fluo-8 calcium fluorescence, antagonist. inhibition, % at 3 µM. hit rate 1.5% among 360,000. AID 624466;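 active = inhibition above a per-plate cutoff, the mean inhibition of test compounds on that plate plus 3 SD, cut at about 49% in these data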;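 note: 0% = DMSO plus EC80 beta-PEA response and 100% = DMSO alone without agonist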
Target sequence (Q96RJ0 whole entry, looked up): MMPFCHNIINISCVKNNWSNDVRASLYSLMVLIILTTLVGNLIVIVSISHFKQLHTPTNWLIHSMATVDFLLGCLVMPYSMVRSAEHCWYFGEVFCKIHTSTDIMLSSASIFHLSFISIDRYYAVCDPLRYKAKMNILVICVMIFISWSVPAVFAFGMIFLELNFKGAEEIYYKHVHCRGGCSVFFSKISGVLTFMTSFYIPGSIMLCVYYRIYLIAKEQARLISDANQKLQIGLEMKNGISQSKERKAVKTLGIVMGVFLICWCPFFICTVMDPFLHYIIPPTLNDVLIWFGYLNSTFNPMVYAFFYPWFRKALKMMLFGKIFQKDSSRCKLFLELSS
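System: CHO RD-HGA16 cells bearing hTAAR1. Reagent: EC80 β-phenethylamine stimulus. Schedule: seeding 17-24 h prior, 75-min 37 °C, 30-min RT dye loading. Signal: Fluo-8 intracellular calcium dye fluorescence, real-time kinetic reads. Read-out: % inhibition from peak post-agonist over basal fluorescence ratio. Benchmarks: vehicle wells and EC80 agonist wells. Replicates: n of 1.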
TAAR1 agonist: agonists of human TAAR1; AID 624467; hit rate 0.99% among 360,000; Q96RJ0; activation, % at 3 µM; CHO RD-HGA16 TAAR1, Fluo-8 calcium fluorescence; vehicle wells 0%, saturating PEA agonist 100%;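 active = activation above the mean activation of all test compounds in the run plus 3 SD, cut at about 38% in these data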
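Test system: RD-HGA16 (CHO) cells co-expressing Gα16 and hTAAR1; dosing: one-point dosing at 3 µM (nominal); timing: 17-24 h seeding, 75 min 37 °C dye, 30 min RT; signal: kinetic Fluo-8 calcium fluorescence; read-out basis: % activation relative to PEA EC100 response; controls: DMSO and PEA EC100; replicates: n 1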
CHRM1 agonist: human M1 muscarinic receptor agonism | P11229 | CHO-K1 hM1, Fluo-8 calcium fluorescence, agonist mode; 0% DMSO, 100% acetylcholine EC100 | activation, % at 3 µM | hit rate 0.33% among 360,000 | AID 588814;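 active = activation above the run's mean compound activation plus 3 SD, cut at about 16% in these data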;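 note: peak over basal fluorescence ratio within a 140 s kinetic read after compound addition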
Target sequence (P11229 whole entry, looked up): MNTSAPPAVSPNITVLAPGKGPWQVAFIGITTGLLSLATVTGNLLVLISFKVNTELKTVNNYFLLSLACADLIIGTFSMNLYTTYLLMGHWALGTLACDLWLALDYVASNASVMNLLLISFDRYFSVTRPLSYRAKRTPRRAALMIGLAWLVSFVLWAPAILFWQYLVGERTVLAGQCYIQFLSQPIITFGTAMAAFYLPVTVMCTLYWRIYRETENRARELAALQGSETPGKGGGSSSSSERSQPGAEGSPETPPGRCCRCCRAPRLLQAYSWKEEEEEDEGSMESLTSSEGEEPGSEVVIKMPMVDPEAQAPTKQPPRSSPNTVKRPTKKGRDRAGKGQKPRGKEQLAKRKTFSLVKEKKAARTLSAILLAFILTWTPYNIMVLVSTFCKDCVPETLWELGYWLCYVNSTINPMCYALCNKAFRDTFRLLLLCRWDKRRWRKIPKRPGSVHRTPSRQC
CHO-K1 Ca antag: counter-screen for M1 antagonists: effect in parental CHO-K1 cells; ATP-induced calcium, Fluo-8 fluorescence; AID 602250; hit rate 0.6% among 360,000; inhibition, % at 3 µM;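 active = inhibition above a per-plate cutoff, the plate's mean sample inhibition plus 3 SD, cut at about 24% in these data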;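 note: 0% = DMSO plus EC80 ATP and 100% = DMSO alone without ATP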
V1R ag counter: counter-screen for oxytocin receptor agonists: human V1a receptor agonists; P37288; CHO-V1R cells, Fluo-8 calcium fluorescence, agonist mode; 0% DMSO, 100% 3 nM vasopressin; activation, % at 3 µM; hit rate 0.25% among 320,000; AID 2797;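 active = activation above the mean activation of all tested compounds plus 3 SD, per screening run, cut at about 20% in these data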;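 note: signal is peak over basal fluorescence ratio across a 100 second FLIPR read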
CHO parental Ca: counter-screen for OX1R antagonists: effect in parental CHO cells; parental CHO-K1, ATP-induced calcium, Fluo-8 fluorescence; inhibition, % at 5.6 µM; hit rate 0.63% among 330,000; AID 463079;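 active = inhibition above that plate's mean sample inhibition plus 3 SD, cut at about 26% in these data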;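 note: 0% = ATP-challenged DMSO wells and 100% = DMSO wells without ATP; some compounds past the cut are filed as inactive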
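test system = CHO parental line | reagent = ATP stimulus | measured by = intracellular calcium via Fluo-8 no-wash fluorescent dye | control set = ATP and no-ATP DMSO wells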
CHO-K1 Ca PAM: nonselective activator or artifact in parental CHO-K1 calcium assay; activation, % at 3 µM; ATP EC20, Fluo-8 calcium fluorescence; 0% at ATP EC20, 100% at ATP max; AID 602247; hit rate 0.02% among 360,000;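 active = activation above the run cutoff, the mean activation of all test compounds plus 3 SD, cut at about 40% in these data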;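 note: peak over basal fluorescence ratio in a 140 s read after ATP addition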
* = called active by the depositor; . = not tested or not shown.

SMILES	CHO-K1 Ca ag	OXTR potentiator	TAAR1 antagonist	TAAR1 agonist	CHRM1 agonist	CHO-K1 Ca antag	V1R ag counter	CHO parental Ca	CHO-K1 Ca PAM
CCOC(=O)/C(Sc1nc(-c2ccccc2)cc(-c2ccccc2)c1C#N)=C(\C)O	0.3	-14.9	5.3	4.0	-3.6	-8.1	-0.1	-23.0	1.7
CC(=O)c1ccc(NC(=O)C(C)Sc2ccccn2)cc1 (configuration not stated)	1.7	0.8	-15.5	1.9	-2.0	-13.2	-0.1	0.9	20.1
CCn1cc(CN2CCC(C(=O)Nc3cccc(-c4cscn4)c3)CC2)cn1	1.6	-7.6	-1.7	-0.4	-5.0	-11.8	0.1	-4.5	14.6
O=C(CN1CCN(c2cccc(Cl)c2)CC1)Nc1ccc([N+](=O)[O-])cc1C(=O)Nc1ccccc1F	0.3	-2.5	10.2	3.3	-1.6	-6.5	1.4	-10.2	2.3
CC1(C(=O)N2CCCCC2)CCN1C(=O)c1ccccc1CCc1ccccc1 (configuration not stated)	1.3	.	11.0	2.2	-1.2	-12.4	.	.	17.2
COc1ccc(/C=C/C(=O)OCC(=O)N2CC(=O)Nc3ccccc32)cc1	2.3	-1.1	-8.6	1.4	-6.0	1.1	0.5	-9.5	20.5
O=c1c2ccccc2nc(-c2ccco2)n1-c1nc2ccccc2s1	0.7	3.7	1.2	-0.2	-1.1	-9.9	0.8	-16.3	17.4
Cc1ccc(CN2CCC[C@]3(N[C@H](c4ccc(C(F)(F)F)cc4)[C@@H]4C(=O)N(Cc5ccccc5)C(=O)[C@@H]43)C2=O)cc1	1.0	.	-41.5	0.9	-5.9	-9.8	.	.	9.1
Cc1cc(=O)n(C)c(=O)n1CCCCCN1CCCC1	0.8	-13.6	-17.0	3.4	-5.4	-20.4	1.4	-8.2	23.9
CN1CCN(C(=O)C(=O)c2cn(CC(=O)N3CCCC3)c3ccccc23)CC1	1.0	-3.4	-11.3	0.0	-2.1	-11.4	0.6	-7.5	13.0
CC(=O)c1cccc(CN2CCC(CO)(CCOc3ccccc3)CC2)c1	1.2	-3.7	8.4	0.3	-8.6	-8.3	0.6	-21.6	14.6
CC[C@]12c3[nH]c4ccc(OC)cc4c3CCN1C(=O)C(CC(=O)NCCN1CCOCC1)C[C@@H]2C(=O)N1CCN(C(=O)C2CC2)CC1 (some centres not stated)	0.1	.	4.9	2.0	-2.0	-4.6	.	-9.9	12.3
O=C1CCc2cc(NS(=O)(=O)c3ccc([N+](=O)[O-])cc3)cc3c2N1CC3	1.1	.	-23.6	1.6	-0.4	-11.0	.	.	9.1
O=C1c2ccccc2CN1Cc1ccccc1	0.5	-3.6	-10.8	1.9	-0.2	-11.9	0.1	-3.0	-15.3
CN(C)S(=O)(=O)c1cccc(NC(=O)CCCC2CCCCC2)c1	4.1	-4.3	-16.0	-1.8	-3.2	-6.3	2.6	-5.9	5.7
O=C(c1ccc(OC2CCN(Cc3ccccn3)CC2)cc1)N1CCC[C@H]1CO	1.1	-3.0	-34.3	0.9	-6.3	-7.8	1.4	2.3	12.1
O=C1CCCc2nn(-c3ccccc3)c(-c3ccncc3)c21	-0.3	-6.2	-3.6	3.3	-2.7	6.9	-1.2	-18.6	-1.8
CCOC(=O)C1CCN(Cc2ccc(Cl)c(Cl)c2)CC1	-0.6	-0.6	-22.6	4.6	-2.1	-24.5	-0.9	-11.6	-7.9
CCCCCN(C(=O)CCC(=O)OC(C)C(=O)Nc1cccc(C#N)c1)c1c(N)n(CCCC)c(=O)[nH]c1=O (configuration not stated)	0.4	-1.4	-6.6	1.1	-4.5	5.3	-0.8	-15.3	15.7
CC1CCCCC1NC(=O)/C(C#N)=C/C=C/c1ccccc1[N+](=O)[O-] (configuration not stated)	4.2	-22.1	-20.0	3.1	-6.1	-16.1	-2.1	-13.7	14.6
O=C(CCC(=O)OCC(=O)c1ccc(Br)cc1)Nc1cccc2cccnc12	0.1	5.4	6.6	9.8	-0.3	9.6	-0.1	6.7	7.2
CCNC(=O)C1(C)CCCN(CC(=O)c2ccccc2OC)C1 (configuration not stated)	0.4	.	-13.2	0.1	-5.7	-2.9	.	.	16.1
CCOC(=O)c1c(-c2cccs2)csc1NC(=O)CN(CC)CC	0.7	-12.8	12.0	19.6	-7.3	1.0	1.2	-23.2	18.1
Cc1cc(C)c(NC(=O)CNC(=O)COC(=O)CN2C(=O)NC3(CCCC3)C2=O)c(C)c1	1.6	-12.3	-3.1	0.3	-0.4	-6.9	-0.2	16.6	7.0
Cc1cccc2nc(-c3cccnc3)c(Nc3ccccc3)n12	2.2	0.2	-21.8	-0.1	-2.8	-11.9	0.6	-19.3	15.7
Cc1cn(C2CCCCC2)c(=O)n(-c2ccccc2)c1=O	0.8	.	-24.5	8.6	0.7	-13.9	.	.	10.3
CN(Cc1nccs1)C(=O)c1ccc(OC2CCN(CCc3ccccc3)CC2)cc1	3.8	-7.0	-4.1	1.3	-4.9	-4.7	3.3	-4.5	8.2
CCOc1ccc(OCc2cccc(C(=O)O)c2)cc1	0.7	1.5	-1.7	12.1	-1.6	-15.5	-0.2	-0.7	5.2

By substructure: the entries above containing a carbonyl joined to an NH by a bond outside any ring (11)
SMILES	CHO-K1 Ca ag	OXTR potentiator	TAAR1 antagonist	TAAR1 agonist	CHRM1 agonist	CHO-K1 Ca antag	V1R ag counter	CHO parental Ca	CHO-K1 Ca PAM
CC(=O)c1ccc(NC(=O)C(C)Sc2ccccn2)cc1 (configuration not stated)	1.7	0.8	-15.5	1.9	-2.0	-13.2	-0.1	0.9	20.1
CCn1cc(CN2CCC(C(=O)Nc3cccc(-c4cscn4)c3)CC2)cn1	1.6	-7.6	-1.7	-0.4	-5.0	-11.8	0.1	-4.5	14.6
O=C(CN1CCN(c2cccc(Cl)c2)CC1)Nc1ccc([N+](=O)[O-])cc1C(=O)Nc1ccccc1F	0.3	-2.5	10.2	3.3	-1.6	-6.5	1.4	-10.2	2.3
CC[C@]12c3[nH]c4ccc(OC)cc4c3CCN1C(=O)C(CC(=O)NCCN1CCOCC1)C[C@@H]2C(=O)N1CCN(C(=O)C2CC2)CC1 (some centres not stated)	0.1	.	4.9	2.0	-2.0	-4.6	.	-9.9	12.3
CN(C)S(=O)(=O)c1cccc(NC(=O)CCCC2CCCCC2)c1	4.1	-4.3	-16.0	-1.8	-3.2	-6.3	2.6	-5.9	5.7
CCCCCN(C(=O)CCC(=O)OC(C)C(=O)Nc1cccc(C#N)c1)c1c(N)n(CCCC)c(=O)[nH]c1=O (configuration not stated)	0.4	-1.4	-6.6	1.1	-4.5	5.3	-0.8	-15.3	15.7
CC1CCCCC1NC(=O)/C(C#N)=C/C=C/c1ccccc1[N+](=O)[O-] (configuration not stated)	4.2	-22.1	-20.0	3.1	-6.1	-16.1	-2.1	-13.7	14.6
O=C(CCC(=O)OCC(=O)c1ccc(Br)cc1)Nc1cccc2cccnc12	0.1	5.4	6.6	9.8	-0.3	9.6	-0.1	6.7	7.2
CCNC(=O)C1(C)CCCN(CC(=O)c2ccccc2OC)C1 (configuration not stated)	0.4	.	-13.2	0.1	-5.7	-2.9	.	.	16.1
CCOC(=O)c1c(-c2cccs2)csc1NC(=O)CN(CC)CC	0.7	-12.8	12.0	19.6	-7.3	1.0	1.2	-23.2	18.1
Cc1cc(C)c(NC(=O)CNC(=O)COC(=O)CN2C(=O)NC3(CCCC3)C2=O)c(C)c1	1.6	-12.3	-3.1	0.3	-0.4	-6.9	-0.2	16.6	7.0

Screening results (PubChem)
